TAAR1 ag: human TAAR1 agonism | CHO RD-HGA16 TAAR1, Fluo-8 calcium fluorescence; vehicle wells 0%, saturating PEA agonist 100% | activation, % at 3 µM | 0.99% of 360,000 active | AID 624467;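 active = activation above the mean activation of all test compounds in the run plus 3 SD, cut at about 38% in these data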
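System: CHO RD-HGA16 cells carrying human TAAR1 plus Gα16; Incubation: 17-24 h seeding, 75 min 37 °C dye, 30 min RT; Measured by: Fluo-8 fluorescence, 5 s baseline then 140 s kinetic read; Control set: DMSO and PEA EC100; Replication: single well for each compound.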
CHRM1 agonist: agonists of human M1 muscarinic receptor; activation, % at 3 µM; P11229; 0.33% of 360,000 active; CHO-K1 hM1, Fluo-8 calcium fluorescence, agonist mode; 0% DMSO, 100% acetylcholine EC100;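 active = activation above the run's mean compound activation plus 3 SD, cut at about 16% in these data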;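 also: peak over basal fluorescence ratio within a 140 s kinetic read after compound addition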
Target sequence (P11229 whole entry, looked up): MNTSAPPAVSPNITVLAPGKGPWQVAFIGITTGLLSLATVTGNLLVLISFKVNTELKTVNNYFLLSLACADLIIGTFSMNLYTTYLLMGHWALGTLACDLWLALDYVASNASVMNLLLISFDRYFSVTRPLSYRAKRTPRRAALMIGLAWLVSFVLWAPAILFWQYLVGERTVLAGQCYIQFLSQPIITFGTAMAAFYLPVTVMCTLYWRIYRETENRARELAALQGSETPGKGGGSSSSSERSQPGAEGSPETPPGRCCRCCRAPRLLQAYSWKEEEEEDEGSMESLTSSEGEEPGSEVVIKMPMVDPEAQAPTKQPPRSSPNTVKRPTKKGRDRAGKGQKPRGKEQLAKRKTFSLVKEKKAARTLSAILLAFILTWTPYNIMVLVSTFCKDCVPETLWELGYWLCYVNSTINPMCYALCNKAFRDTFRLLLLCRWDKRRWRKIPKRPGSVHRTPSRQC
M1 ag parental: nonselective activator or artifact in parental CHO-K1 cells; Fluo-8 calcium fluorescence; scaled to maximal ATP response, vehicle zero; activation, % at 3 µM; 0.48% of 360,000 active; in the data active = activation above about 15%;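 also: untransfected CHO-K1 host cells lacking M1 receptor as counterscreen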
TAAR1 antag: antagonists of human TAAR1 | Q96RJ0 | 1.5% of 360,000 active | CHO RD-HGA16 TAAR1, Fluo-8 calcium fluorescence, antagonist | inhibition, % at 3 µM;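 active = inhibition above a per-plate cutoff, the mean inhibition of test compounds on that plate plus 3 SD, cut at about 49% in these data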;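 also: 0% = DMSO plus EC80 beta-PEA response and 100% = DMSO alone without agonist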
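Test system – hTAAR1-expressing CHO RD-HGA16 cells, Gα16-coupled · Reagent – β-PEA at EC80 concentration, post-compound challenge · Compound dosing – 3 µM, single point · Timing – 140 s kinetic read after compound, 140 s after agonist · Detection – Fluo-8 intracellular calcium dye fluorescence, real-time kinetic reads · Control set – DMSO and EC80 PEA controls · Repeats – n of 1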
CHO parental Ca: counter-screen: ATP calcium response change in parental CHO cells; parental CHO-K1, ATP-induced calcium, Fluo-8 fluorescence; AID 463079; 0.63% of 330,000 active; inhibition, % at 5.6 µM;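 active = inhibition above that plate's mean sample inhibition plus 3 SD, cut at about 26% in these data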;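 also: 0% = ATP-challenged DMSO wells and 100% = DMSO wells without ATP; some compounds past the cut are filed as inactive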
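Material: parental CHO cells / Compound: single nominal dose of 5.6 µM per compound / Signal: Fluo-8 fluorescence / Replicates: singlicate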
M1 PAM parental: nonselective activator or artifact in parental CHO-K1 calcium assay; ATP EC20, Fluo-8 calcium fluorescence; 0% at ATP EC20, 100% at ATP max; activation, % at 3 µM; 0.02% of 360,000 active; AID 602247;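 active = activation above the run cutoff, the mean activation of all test compounds plus 3 SD, cut at about 40% in these data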;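 also: peak over basal fluorescence ratio in a 140 s read after ATP addition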
CHO-K1 Ca antag: M1 antagonist counterscreen hit in parental CHO-K1 cells; ATP-induced calcium, Fluo-8 fluorescence; inhibition, % at 3 µM; 0.6% of 360,000 active;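 active = inhibition above a per-plate cutoff, the plate's mean sample inhibition plus 3 SD, cut at about 24% in these data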;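 also: 0% = DMSO plus EC80 ATP and 100% = DMSO alone without ATP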
OXTR potentiate: human OXTR potentiation; CHO-OTR cells, Fluo-8 calcium fluorescence, potentiator mode; 0% = oxytocin EC15, 100% = EC100; activation, % at 3 µM; 0.061% of 320,000 active; AID 2445;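 active = activation above that plate's cutoff, the mean activation of tested compounds plus 3 SD, cut at about 6.6% in these data, passing the limit was not always enough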;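 also: 100% uses oxytocin at 75 nM as the full agonist control; some results filed as inactive read as strong as hits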
Target sequence (P30559 whole entry, looked up): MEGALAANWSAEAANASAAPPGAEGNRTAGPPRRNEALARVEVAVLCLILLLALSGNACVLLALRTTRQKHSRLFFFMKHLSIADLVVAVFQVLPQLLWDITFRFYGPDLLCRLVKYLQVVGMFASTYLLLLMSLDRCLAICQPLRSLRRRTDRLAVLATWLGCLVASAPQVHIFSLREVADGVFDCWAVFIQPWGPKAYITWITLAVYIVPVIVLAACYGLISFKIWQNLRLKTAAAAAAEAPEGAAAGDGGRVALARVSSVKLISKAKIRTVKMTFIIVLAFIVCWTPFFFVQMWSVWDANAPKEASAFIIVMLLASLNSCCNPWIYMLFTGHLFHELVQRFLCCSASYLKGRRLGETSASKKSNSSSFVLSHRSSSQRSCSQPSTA
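Dosing: Single dose, 3.0 µM nominal final compound concentration | Material: Human OTR in CHO cells | Technique: Kinetic Fluo-8 calcium fluorescence | Benchmarks: EC15 oxytocin alone as 0%, 75 nM oxytocin as 100% | Probe or stimulus: Oxytocin at about EC15, sub-maximal agonist stimulus | Incubation: Compound 6 min at room temperature before oxytocin, 100 s read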
M1 antag: antagonists of human M1 muscarinic receptor; inhibition, % at 3 µM; 1.3% of 360,000 active; AID 588852; CHO-K1 hM1, Fluo-8 calcium fluorescence, ACh EC80 antagonist; P11229;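 active = percent inhibition above its own plate's cutoff, namely the mean of that plate's compound wells plus 3 SD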;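 also: peak over basal fluorescence ratio during 140 s after agonist addition; 0% = ACh EC80 plus DMSO and 100% = DMSO alone without agonist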
Numbers without * were called inactive; nt = not tested or not shown.

SMILES	TAAR1 antag	CHO-K1 Ca antag	TAAR1 ag	M1 ag parental	M1 PAM parental	CHO parental Ca	M1 antag	OXTR potentiate	CHRM1 agonist
CCc1nnc(NC(=O)CSc2nc3c(c(=O)n2C)SC(C)C3)s1 (stereo not given)	-31	1	-2	-0.2	15	9	-4	-2	0
O=C(CCc1ccccc1)NCc1ccc2c(c1)OCO2	4	-14	0	0.3	27	-6	-23	-2	-3
O=C(NCC(=O)N(Cc1ccccc1)C(C(=O)NC1CCCC1)c1ccncc1)c1ccco1 (stereo not given)	12	-6	11	0.3	21	-11	-23	-17	-2
COc1ccc(NC(=S)N(CCCN2CCCC2)Cc2ccco2)cc1	4	-10	0	0.1	18	-9	36*	-4	-8
CN(C)S(=O)(=O)c1cccc(NC(=O)COC(=O)CCSc2ccc(Cl)cc2)c1	14	-3	10	6.2	2	-2	8	-8	-4
COc1ccc(Nc2oc(COc3ccccc3F)nc2C#N)cc1	7	-5	-2	0.8	17	0	-13	-3	-6
CCOc1cc(Cl)c(NC(=O)c2ccco2)cc1OCC	-15	15	2	0.2	-9	-16	0	3	-6
Fc1ccc(CSc2ncnc3nc[nH]c23)cc1	-5	-9	2	2.9	16	4	-7	-7	3
O=c1c2cc(Cl)ccc2[nH]c(=S)n1Cc1ccccn1	-11	9	1	0.7	3	-3	-3	2	-9
COc1ccc(-n2nnnc2C(c2ccccc2)N2CCN(C/C=C/c3ccccc3)CC2)cc1 (stereo not given)	3	-16	-2	-0.6	-2	nt	68*	nt	-9
CCCCNC(=O)CN1CCC2(O)CCCCC2C1c1ccccc1OC (stereo not given)	-5	-3	2	0.9	12	-23	-11	-13	-5
CC1(C)CC(=O)C2=C(C1)N(c1ccccc1)C(N)=C(C#N)C2c1ccsc1 (stereo not given)	15	4	5	0.0	-5	-21	-18	-7	-5
CN(C(=O)CSc1cc(Cl)ccc1Cl)C1CCS(=O)(=O)C1 (stereo not given)	-10	-9	3	-0.3	6	-8	-29	-10	-2
Cc1cccc(N2CCN(S(=O)(=O)c3c(C)[nH]c(=O)[nH]c3=O)CC2)c1C	3	-17	4	0.3	9	-14	-13	-8	-3
CC1(C)Cc2c(c(N3CCOCC3)nc3snc(Br)c23)CO1	-14	-14	14	0.6	14	-14	-5	2	-2
CN(C)CCCCOc1ccccc1-c1ccccc1	-13	24*	3	-0.4	-7	0	18*	1	-6
COc1ccc(CCNC(=O)c2c(C)cc(=O)oc2C)cc1OC	-18	-13	16	1.4	28	-3	-5	-1	-6
Cn1nc(C(C)(C)C)cc1NC(=O)C1(C)CCN1C(=O)Cc1ccc(-c2ccccc2)cc1 (stereo not given)	18	2	1	7.4	9	nt	20	nt	-3
COc1ccc(-c2cc(C(=O)Nc3cc(S(N)(=O)=O)ccc3C)c3ccccc3n2)cc1OC	31	4	5	0.5	-8	1	-10	-1	-3
ClCc1c2ccccc2cc2ccccc12	-34	-12	-2	-0.4	14	-15	5	4	-8
CCOCCCN(C(=O)CNC(=O)c1ccco1)C(C(=O)NC1CCCC1)c1ccccc1C (stereo not given)	9	44*	7	1.6	5	-11	1	1	0
N/C(=N\c1nc2ccccc2o1)NC(=O)C(Cc1ccccc1)N1C(=O)c2ccccc2C1=O (stereo not given)	49*	-3	-2	1.1	11	7	10	-21	-3
Cc1ccccc1Cn1nc(C)c(NC(=O)c2ccccc2)c1C	-22	-15	1	0.3	18	-11	-11	-24	-2
CCN1C(=O)/C(=C/c2cccs2)SC1=Nc1ccc(OC)cc1	5	2	5	-0.1	-5	-2	-6	-11	0
O=C(CN(Cc1ccccc1)S(=O)(=O)c1ccc2c(c1)OCCO2)N/N=C/c1cccc(Br)c1	-15	-5	4	1.8	22	-20	-7	-13	1
C[C@@]12C(=O)N(CC3CCCO3)CC(=O)N1[C@@H]1c3ccccc3OC[C@@H]1[C@@H]2c1ccccc1 (stereo not given in full)	-11	3	3	0.6	3	nt	-9	nt	0
CN(C)c1ccc2c(c1)C(=NO)c1ccccc1-2	nt	-14	nt	-0.1	6	nt	-18	nt	-1
N#C/C(=C/c1ccc(Br)o1)C(N)=O	-1	-9	11	0.1	17	-12	-24	-6	-3
O=S(=O)(NC(=NC1CCCC1)C(F)(F)F)c1ccccc1	11	-9	7	-0.4	11	1	-21	-14	-2
NCCCC[C@H](N)c1nnc([C@H](CC(=O)O)NC(=O)C2CCNCC2)o1	15	14	3	0.2	1	1	8	-1	0
CCC(=O)Nc1nc2ccccc2n1Cc1ccccc1C	6	12	9	-0.2	-6	-10	9	-9	-5
CC(C)CC(=O)Nc1ccc([N+](=O)[O-])cc1Cl	3	-14	-1	2.4	11	-1	0	-10	1
COc1ccc(-c2csc(NC(=O)CSCC(=O)Nc3cc(C)on3)n2)cc1	-8	-11	2	4.0	1	-15	-2	-8	-1
CSCCC(NC(=O)COc1ccccc1)C(=O)Nc1ccc(C)cc1 (stereo not given)	-10	-5	-1	-0.1	16	-20	-7	1	-9
COc1ccc(/C=C/c2ccc(=O)n(Cc3ccccc3)n2)cc1	20	-7	1	4.7	14	20	5	-26	-10
COc1cc(/C=C2\SC(N)=NC2=O)ccc1OCC(=O)Nc1ccc(C)cc1	5	-6	1	1.0	17	-1	-2	-6	-4
Cc1cc(C)c2c(N)c(S(=O)(=O)Cc3ccccc3)sc2n1	-25	-14	13	1.7	6	-6	-4	-3	-2
Cc1sc2ncn(CC(=O)NCCCC(=O)N3CCN(Cc4ccc5c(c4)OCO5)CC3)c(=O)c2c1C	-21	-15	3	3.4	10	-16	21	-2	-7
COc1ccc(NC(=O)COC(=O)C2CC(=O)N(Cc3ccc(C)cc3)C2)cc1 (stereo not given)	-12	8	7	2.9	5	-16	-13	-9	1
O=C(Nc1ccc2oc(=O)ccc2c1)c1cc([N+](=O)[O-])ccc1N1CCOCC1	-11	-14	2	0.9	14	-8	-4	1	-3
CCN(C[C@H]1N[C@@](Cc2ccccc2)(C(=O)OC)[C@H]2C(=O)N(C)C(=O)[C@@H]12)C(=O)COC	-12	6	3	-0.1	-12	-13	-17	-1	2
COc1cccc(CNC(=O)Cn2ccc([N+](=O)[O-])n2)c1	-23	-4	4	-0.3	-11	-3	-11	-2	-2
CCCN=C1N(CC)C[C@@H]2[C@@H]3C(=O)N(C)C(=O)[C@@H]3[C@](CC)(C(=O)OC)N12	-2	-3	3	0.5	6	3	-5	nt	-2
Cc1cccc(C)c1NC(=S)NC(=O)c1ccccc1F	-16	2	4	0.1	8	-11	-6	2	-9
Cc1cc(C)n(CCN(C)c2nc3nonc3nc2NC2CC2)n1	-12	7	0	0.6	-2	-5	-5	2	-6
COC(=O)C1CCCCN1C(=O)c1ccc2oc(Cc3ccccc3)nc2c1 (stereo not given)	-30	3	14	0.8	-25	nt	9	nt	-1
CNC(=S)NNC(=O)c1oc2nc(-c3ccccc3)cc(-c3ccco3)c2c1N	-1	-10	6	3.3	21	-4	-7	-4	-4
CCOC(=O)NC1(NCC(C)C)Oc2ccccc2O1	-4	-5	11	0.2	11	-1	-16	1	-6
CC(=O)Nc1ccc(NC(=O)COC(=O)c2cc(S(=O)(=O)N(C)C)ccc2N2CCCC2)cc1	-28	-2	4	0.5	7	3	-9	-9	-6
c1ccc(-c2cn(CC3CCCCC3)nn2)cc1	16	-17	1	-0.6	11	-10	-5	-4	-7
COc1cccc2c1OCC([C@@H]1C[C@H]3CN(Cc4cccc(Cl)c4)C(=O)[C@]34CCCN14)=C2	4	-9	-1	1.7	15	-18	0	-8	-7
O=C1CCCN1CC(O)CS(=O)(=O)Cc1ccccc1Cl (stereo not given)	-33	-8	2	-0.1	-7	-10	0	-6	0
O=C(CSc1ccc(-c2cccnc2)nn1)Nc1ccccc1F	-11	1	2	0.0	-11	-6	-11	-8	0
Cc1c(Cl)ccc(S(=O)(=O)NCCN2CCOCC2)c1Cl	-24	1	2	0.9	8	-4	-4	-6	-5
COc1ccc(NC(=O)c2cc3ccccc3o2)cc1	11	19	2	-0.1	-6	-14	6	2	-4
Cc1cccc(NC(=O)c2cccnc2)c1	-3	1	4	0.2	9	6	-7	0	-1
COc1cccc(C2NC(=O)c3ccccc3O2)c1OCc1ccccc1F (stereo not given)	-11	-1	8	1.5	-5	-10	-9	-9	-6
O=c1ccc(/C=C/c2ccccc2)nn1Cc1ccc(F)cc1	2	-2	4	1.7	-5	-12	6	-11	-7
COc1ccc(NC(=O)C(Sc2nnc(-c3ccncc3)n2-c2ccccc2C)c2ccccc2)cc1Cl (stereo not given)	-19	-10	1	0.7	31	-5	-10	-8	-5
CNC(=S)NNC(=O)c1cccn(Cc2cccc(Cl)c2)c1=O	2	-3	8	0.7	16	3	-4	-6	-6

3 entries drawn at random from the list so far, as already listed:
SMILES	TAAR1 antag	CHO-K1 Ca antag	TAAR1 ag	M1 ag parental	M1 PAM parental	CHO parental Ca	M1 antag	OXTR potentiate	CHRM1 agonist
COc1ccc(NC(=O)c2cc3ccccc3o2)cc1	11	19	2	-0.1	-6	-14	6	2	-4
O=C1CCCN1CC(O)CS(=O)(=O)Cc1ccccc1Cl (stereo not given)	-33	-8	2	-0.1	-7	-10	0	-6	0
O=C(CSc1ccc(-c2cccnc2)nn1)Nc1ccccc1F	-11	1	2	0.0	-11	-6	-11	-8	0

Next section:
SMILES	TAAR1 antag	CHO-K1 Ca antag	TAAR1 ag	M1 ag parental	M1 PAM parental	CHO parental Ca	M1 antag	OXTR potentiate	CHRM1 agonist
Fc1ccc(NC(=S)N2CCCC(c3ccccc3)=N2)cc1	-8	5	-2	-0.1	-3	-14	-18	5	-4
O=C(CSc1ncccn1)Nc1ccc(N2CCOCC2)cc1	-1	-3	10	0.1	8	-2	-1	-12	-3
Cc1cccc(N2CCN(C(=S)c3ccc(-c4ccccc4[N+](=O)[O-])o3)CC2)c1	-1	6	3	0.3	10	2	6	-7	-2
Cc1ccc(NC(=O)CN2C(=O)NC(Cc3ccccc3)C2=O)cc1 (stereo not given)	-6	-4	14	0.2	21	-6	-11	-11	-3
CCNC(=O)c1cc2ccccc2o1	-12	-3	1	4.8	23	-9	11	3	-3
O=C(c1ccc2c(c1)CCN2S(=O)(=O)c1ccccc1)N1CCN(c2ccccc2)CC1	6	-18	2	3.9	-2	1	19	-15	-2
